cln2 rad14 – NCI yeast anticancer drug screen, S. cerevisiae cln2 rad14 strain | growth inhibition, % at 50 µM | 78,000 tested, 8.3% active | AID 165, 2004;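 note: 0% = growth of vehicle-only cultures of the same strain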
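Relative to vehicle controls, growth inhibition of compound-treated cln2 rad14 yeast was recorded.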
yeast sgs1 mgt1 – NCI yeast anticancer drug screen, S. cerevisiae sgs1 mgt1 strain; growth inhibition, % at 50 µM; 78,000 tested, 10% active; AID 161, 2004;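 note: 0% = growth of vehicle-only cultures of the same strain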
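Genetically altered yeast, compound exposure, growth inhibition relative to vehicle.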
mec2-1 – NCI yeast anticancer drug screen, S. cerevisiae mec2-1 strain | growth inhibition, % at 50 µM | 79,000 tested, 9% active | AID 157, 2004;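 note: 0% = growth of vehicle-only cultures of the same strain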
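Each compound was tested on mec2-1 yeast, a strain altered in DNA damage repair or cell cycle control. Growth inhibition is reported relative to vehicle.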
yeast rad50 – NCI yeast anticancer drug screen, S. cerevisiae rad50 strain; growth inhibition, % at 50 µM; AID 155, 2004; 79,000 tested, 10% active;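 note: 0% = growth of vehicle-only cultures of the same strain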
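Relative growth inhibition (compound vs vehicle) was measured in yeast with a defined repair-gene alteration.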
bub3 – NCI yeast anticancer drug screen, S. cerevisiae bub3 mutant strain. AID 167, 2004. 78,000 tested, 9.9% active. growth inhibition, % at 50 µM;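 note: 0% = growth of vehicle-only cultures of the same strain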
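Part of a panel of yeast mutants defective in DNA damage repair or cell cycle regulation. Each strain is grown with compound, and inhibition is calculated relative to solvent-treated cultures.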
mlh1 rad18 – NCI yeast anticancer drug screen, S. cerevisiae mlh1 rad18 strain; % growth inhibition at 50 µM; 79,000 tested, 11% active; AID 175, 2004;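 note: 0% = growth of vehicle-only cultures of the same strain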
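Vehicle-treated cultures served as the reference for growth inhibition in a yeast strain carrying DNA damage repair alterations exposed to each compound.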
Numbers without * were called inactive. Cut-off read from the data, not from the text of the source: active = growth inhibition above about 70%; inactive = the rest.

CCOC(=O)c1ccc(N=Nc2c(N)nc(N)nc2N)cc1 was read as cln2 rad14 -61.4, yeast sgs1 mgt1 -1.7, mec2-1 10.3, yeast rad50 -10.4, bub3 -0.1 and mlh1 rad18 -11.0.
`CC1C(c2ccccc2)OCCN1CN1C(=O)c2ccccc2C1=O` (stereo not given) gave cln2 rad14 21.8, yeast sgs1 mgt1 12.4, mec2-1 17.4, yeast rad50 10.8, bub3 17.1 and mlh1 rad18 -3.6.
Screening CCCC(=O)c1cc(C)ccc1OC returned cln2 rad14 -22.6, yeast sgs1 mgt1 -9.8, mec2-1 0.1, yeast rad50 -2.1, bub3 6.6 and mlh1 rad18 -3.2.
`O=Ic1ccccc1` gave cln2 rad14 10.9, yeast sgs1 mgt1 1.5, mec2-1 0.2, yeast rad50 16.6, bub3 -0.3 and mlh1 rad18 -8.8.
For Cc1cc2c(c(C)c1O)C(C)(C)CN2C(=O)C(C)(C)C the results were cln2 rad14 -8.8, yeast sgs1 mgt1 2.5, mec2-1 -53.0, yeast rad50 -12.2, bub3 2.1 and mlh1 rad18 -10.9.
For CC(=O)O[C@H]1CC[C@]2(C)C3CC[C@]4(C)C([C@H](C)CCCC(C)C)CCC4[C@]3(C#N)n3c(=O)n(-c4ccccc4)c(=O)n3[C@]2(C#N)C1 (stereo not given in full) the results were cln2 rad14 -8.8, yeast sgs1 mgt1 20.7, mec2-1 14.1, yeast rad50 29.5, bub3 -11.5 and mlh1 rad18 41.0.
`Cc1cc(N(CCC#N)CCC#N)ccc1/C(N=Nc1ccc([N+](=O)[O-])cc1)=N\NC(=O)c1cc(Cl)ccc1C(=O)c1ccccc1` gave cln2 rad14 -4.2, yeast sgs1 mgt1 -15.7, mec2-1 3.1, yeast rad50 9.3, bub3 -22.4 and mlh1 rad18 7.7.
CCCn1c(=O)n(C)c(=O)c2c1ncn2C was read as cln2 rad14 -28.1, yeast sgs1 mgt1 13.2, mec2-1 -2.2, yeast rad50 -5.2, bub3 4.1 and mlh1 rad18 13.5.
`CN1C/C(=C\c2ccc(Cl)cc2)C(=O)/C(=C/c2ccc(Cl)cc2)C1` gave cln2 rad14 88.0*, yeast sgs1 mgt1 91.0*, mec2-1 88.5*, yeast rad50 87.2*, bub3 87.8* and mlh1 rad18 85.2*.
COC(=O)c1nc[nH]c1C(=O)OC was read as cln2 rad14 4.0, yeast sgs1 mgt1 15.8, mec2-1 -25.9, yeast rad50 10.2, bub3 -0.8 and mlh1 rad18 12.6.

Part of the list above in order of molecular weight, largest number first.
`Cc1cc(N(CCC#N)CCC#N)ccc1/C(N=Nc1ccc([N+](=O)[O-])cc1)=N\NC(=O)c1cc(Cl)ccc1C(=O)c1ccccc1` gave cln2 rad14 -4.2, yeast sgs1 mgt1 -15.7, mec2-1 3.1, yeast rad50 9.3, bub3 -22.4 and mlh1 rad18 7.7.
`CN1C/C(=C\c2ccc(Cl)cc2)C(=O)/C(=C/c2ccc(Cl)cc2)C1` gave cln2 rad14 88.0*, yeast sgs1 mgt1 91.0*, mec2-1 88.5*, yeast rad50 87.2*, bub3 87.8* and mlh1 rad18 85.2*.
`CC1C(c2ccccc2)OCCN1CN1C(=O)c2ccccc2C1=O` (stereo not given) gave cln2 rad14 21.8, yeast sgs1 mgt1 12.4, mec2-1 17.4, yeast rad50 10.8, bub3 17.1 and mlh1 rad18 -3.6.
For Cc1cc2c(c(C)c1O)C(C)(C)CN2C(=O)C(C)(C)C the results were cln2 rad14 -8.8, yeast sgs1 mgt1 2.5, mec2-1 -53.0, yeast rad50 -12.2, bub3 2.1 and mlh1 rad18 -10.9.
Screening CCCC(=O)c1cc(C)ccc1OC returned cln2 rad14 -22.6, yeast sgs1 mgt1 -9.8, mec2-1 0.1, yeast rad50 -2.1, bub3 6.6 and mlh1 rad18 -3.2.
COC(=O)c1nc[nH]c1C(=O)OC was read as cln2 rad14 4.0, yeast sgs1 mgt1 15.8, mec2-1 -25.9, yeast rad50 10.2, bub3 -0.8 and mlh1 rad18 12.6.

More records follow:
`O=CNC(CSC(=O)c1ccccc1)C(=O)O` (stereo not given) gave cln2 rad14 -15.2, yeast sgs1 mgt1 -7.2, mec2-1 -3.8, yeast rad50 -0.3, bub3 -11.7 and mlh1 rad18 -12.7.
For CCOC(=S)SCC(=O)c1ccc(Br)cc1 the results were cln2 rad14 -7.5, yeast sgs1 mgt1 66.8, mec2-1 70.5*, yeast rad50 67.0, bub3 55.2 and mlh1 rad18 83.5*.
Screening NC(Cc1ccnnc1)C(=O)O (stereo not given) returned cln2 rad14 29.1, yeast sgs1 mgt1 -36.2, mec2-1 -36.4, yeast rad50 -8.6, bub3 -22.9 and mlh1 rad18 -14.9.
Screening COc1ccc(Cc2ccc3[nH]c(=O)cc(C)c3c2)cc1S(=O)(=O)O returned cln2 rad14 41.7, yeast sgs1 mgt1 -15.5, mec2-1 -17.6, yeast rad50 33.8, bub3 -17.7 and mlh1 rad18 8.9.
For CCO[C@H]1CC[C@@]2(C)C(=CC[C@H]3[C@@H]4CC[C@H]([C@H](C)CCCC(C)C)[C@@]4(C)CC[C@@H]32)C1 the results were cln2 rad14 17.4, yeast sgs1 mgt1 6.5, mec2-1 -16.3, yeast rad50 -10.2, bub3 8.3 and mlh1 rad18 2.7.
`Cn1c(=O)c(C(=O)NC(=O)NCCCCCOC(=O)CCCCCCCCCCC(=O)OCCCCCNC(=O)NC(=O)c2cn(Cc3ccccc3)c(=O)n(C)c2=O)cn(Cc2ccccc2)c1=O` gave cln2 rad14 7.0, yeast sgs1 mgt1 -10.3, mec2-1 -24.1, yeast rad50 -29.1, bub3 -1.6 and mlh1 rad18 -7.7.
`CSCCC(NC(=O)C(CC(C)C)NC(=O)CNC(=O)OC(C)(C)C)C(=O)N(C)C` (stereo not given) gave cln2 rad14 -2.8, yeast sgs1 mgt1 -3.9, mec2-1 -5.2, yeast rad50 6.6, bub3 -0.1 and mlh1 rad18 -3.0.
Screening CC1=C(C#N)c2nc3ccccc3n2C(=O)C1(C)CCO (stereo not given) returned cln2 rad14 -8.0, yeast sgs1 mgt1 0.1, mec2-1 -8.7, yeast rad50 4.5, bub3 9.7 and mlh1 rad18 6.3.
CCOC(=O)C(N=Nc1ccc(S(N)(=O)=O)cc1)C(C)=O (stereo not given) was read as cln2 rad14 -4.2, yeast sgs1 mgt1 -12.7, mec2-1 -15.1, yeast rad50 -0.9, bub3 -13.2 and mlh1 rad18 16.1.
`CC(C)=NNC(=S)NC12CC3CC(CC(C3)C1)C2` gave cln2 rad14 -8.7, yeast sgs1 mgt1 25.1, mec2-1 39.3, yeast rad50 29.4, bub3 48.7 and mlh1 rad18 35.0.
For Oc1ccccc1C=Nc1ccc(N2CCOCC2)cc1 the results were cln2 rad14 -4.2, yeast sgs1 mgt1 10.1, mec2-1 -3.7, yeast rad50 2.6, bub3 2.0 and mlh1 rad18 -2.4.
`CSC1(C)C(=O)Nc2ccccc21` (stereo not given) gave cln2 rad14 -20.8, yeast sgs1 mgt1 -0.3, mec2-1 -9.7, yeast rad50 -4.2, bub3 -36.3 and mlh1 rad18 3.6.
Screening Cc1ccc(NC(=O)C(C)S)cc1 (stereo not given) returned cln2 rad14 38.6, yeast sgs1 mgt1 29.1, mec2-1 11.6, yeast rad50 24.6, bub3 25.7 and mlh1 rad18 32.4.
`CCCCCC(CCCCC)=C(C#N)C(=O)OCC` gave cln2 rad14 -19.4, yeast sgs1 mgt1 7.5, mec2-1 21.1, yeast rad50 -6.2, bub3 19.9 and mlh1 rad18 25.8.
NC1C2C(CC(=O)O)OCC=C3CN4CCC1(C(=O)C(=O)O)C4CC32 (stereo not given) was read as cln2 rad14 -3.8, yeast sgs1 mgt1 -34.1, mec2-1 0.2, yeast rad50 -0.1, bub3 -29.8 and mlh1 rad18 -6.8.
`O=C(Nc1ccccc1)C1C2C=CC(CC2)C1C(=O)Nc1ccccc1` (stereo not given) gave cln2 rad14 -10.2, yeast sgs1 mgt1 7.7, mec2-1 5.0, yeast rad50 -0.2, bub3 -11.5 and mlh1 rad18 -13.6.
For Cc1cc(C)n(/N=C/c2cccc(Cl)c2)c(=O)c1C#N the results were mec2-1 -0.2, yeast rad50 3.8 and mlh1 rad18 6.0.
For CCCCCCCCCCCc1ccn[nH]1 the results were cln2 rad14 98.3*, yeast sgs1 mgt1 99.3*, mec2-1 99.3*, yeast rad50 98.4*, bub3 99.0* and mlh1 rad18 98.9*.
CC1(C)OCC(C2OC3OC(C)(C)OC3C2=C(Br)Br)O1 (stereo not given) was read as cln2 rad14 -12.8, yeast sgs1 mgt1 -7.0, mec2-1 -11.0, yeast rad50 7.5, bub3 -19.9 and mlh1 rad18 -2.1.
O=C(O)c1cc(-c2ccccc2)ccc1O was read as cln2 rad14 25.2, yeast sgs1 mgt1 12.6, mec2-1 -70.3, yeast rad50 27.8, bub3 -2.6 and mlh1 rad18 46.6.
For CCCCn1cnc2c(=S)nc[nH]c21 the results were cln2 rad14 -11.6, yeast sgs1 mgt1 -6.3, mec2-1 -1.9, yeast rad50 -2.7, bub3 -1.0 and mlh1 rad18 -0.9.
CC(C(=O)N1C(=O)N(C(=O)C(C)C(O)c2ccccc2)C2CCCCC21)C(O)c1ccccc1 (stereo not given) was read as cln2 rad14 96.5*, yeast sgs1 mgt1 97.5*, mec2-1 97.2*, yeast rad50 97.1*, bub3 97.8* and mlh1 rad18 97.2*.
Screening CCCCCCCCC(=O)NCCCNCCCNC(=O)CCCCCCCC returned cln2 rad14 92.2*, yeast sgs1 mgt1 66.3, mec2-1 50.2, yeast rad50 69.0, bub3 90.8* and mlh1 rad18 89.3*.
Screening CC(C)C(NC(=O)OC(C)(C)C)C(=O)NCC(=O)OCc1ccccc1 (stereo not given) returned cln2 rad14 -3.3, yeast sgs1 mgt1 12.2, mec2-1 -36.0, yeast rad50 -37.9, bub3 -8.6 and mlh1 rad18 -21.6.
Cc1ccc(S(=O)(=O)/C(C#N)=C/NC(=S)Nc2cc(Cl)ccc2Cl)cc1 was read as cln2 rad14 36.4, yeast sgs1 mgt1 3.0, mec2-1 -16.7, yeast rad50 22.1, bub3 5.5 and mlh1 rad18 3.1.
Screening Cc1ccc(S(=O)(=O)n2nc(C)cc2C)cc1 returned cln2 rad14 7.0, yeast sgs1 mgt1 6.2, mec2-1 -16.2, yeast rad50 -2.6, bub3 -6.1 and mlh1 rad18 -32.6.
`O=S1(=O)C(Br)=Cc2ccccc21` gave cln2 rad14 97.7*, yeast sgs1 mgt1 98.7*, mec2-1 99.3*, yeast rad50 99.3*, bub3 99.4* and mlh1 rad18 98.7*.
Screening Clc1ccc(-n2ncc3c2-c2ccccc2CCC3)cc1 returned cln2 rad14 4.8, yeast sgs1 mgt1 3.5, mec2-1 -6.5, yeast rad50 31.4, bub3 48.2 and mlh1 rad18 34.3.
Screening Cc1cc(N/N=C/c2ccc(Cl)cc2)c2cc3c(cc2n1)OCO3 returned cln2 rad14 1.6, yeast sgs1 mgt1 -7.0, mec2-1 -4.5, yeast rad50 24.2, bub3 27.5 and mlh1 rad18 14.7.
`CCOC(=O)/C=C/c1ccc(OCC)cc1` gave cln2 rad14 -17.2, yeast sgs1 mgt1 -7.2, mec2-1 2.5, yeast rad50 -2.4, bub3 -1.4 and mlh1 rad18 -21.0.

Screening results: PubChem, NCI
